# Tcruzi prolif: inhibitors of T. cruzi proliferation | T. cruzi beta-gal in NIH3T3, GalScreen luminescence, 90 h | inhibition, % at 8.34 µM | hit rate 5.9% among 77,000;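 active = mean inhibition above about 93%, with at least 55% of replicates each passing it, limit read from the data, passing the limit was not always enough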
# Pf Dd2 inh: blocks growth of Plasmodium falciparum Dd2 parasites | hit rate 2.3% among 94,000 | activity change, % at 10 µM | P. falciparum Dd2 growth, SYBR Green, 72 h; stronger effect = lower value | AID 1159554; in the data active = activity change below about -80%
# C diff HTS: inhibitors of Clostridium difficile growth. growth activity, negative = inhibition, % at 16 µg/mL (by protocol). AID 1259249. Clostridium difficile clinical isolate growth, OD600, 24 h; stronger effect = lower value. hit rate 0.25% among 86,000;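 active = mean growth activity at or below -80% and every replicate also at or below -80%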;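 also: 0% = DMSO wells and -100% = levofloxacin 16 µg/mL wells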
# KDM4C inh: blocks human GASC-1 (KDM4C) demethylase activity; inhibition, % at 12.5 µM; hit rate 0.15% among 96,000; Q9H3R0; GST-KDM4C 2-372, H3K9me3 peptide, LANCE TR-FRET;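 active = mean replicate inhibition above about 25%, with at least 55% of replicates also reaching it, limit read from the data, passing the limit was not always enough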
# Target sequence (Q9H3R0 2-372 limits assumed): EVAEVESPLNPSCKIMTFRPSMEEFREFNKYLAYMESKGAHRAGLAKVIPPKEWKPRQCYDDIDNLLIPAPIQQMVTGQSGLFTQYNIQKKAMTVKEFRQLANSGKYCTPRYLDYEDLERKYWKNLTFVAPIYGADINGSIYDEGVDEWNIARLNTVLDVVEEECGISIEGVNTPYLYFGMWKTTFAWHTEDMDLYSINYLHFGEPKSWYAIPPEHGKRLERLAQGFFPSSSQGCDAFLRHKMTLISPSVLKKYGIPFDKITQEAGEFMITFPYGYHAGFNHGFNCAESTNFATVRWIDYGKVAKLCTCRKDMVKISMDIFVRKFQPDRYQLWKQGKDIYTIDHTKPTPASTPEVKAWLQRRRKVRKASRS
#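 Material: N-terminal GST-fused human GASC-1 (KDM4C) fragment, residues 2-372. Input: 10 nM enzyme. Incubation: enzyme reaction 30 min, then detection 60 min, both room temperature. Doses: one test concentration per compound. Read-out basis: inhibition from TR-FRET ratio decrease. Detection: LANCE TR-FRET, excitation 340 nm, emissions 618 and 671 nm.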
# Active calls of the source: *; . = not tested or not shown; & = joins results of further samples.
SMILES,Tcruzi prolif,Pf Dd2 inh,C diff HTS,KDM4C inh
CN(C)CC(=O)N1CC2(C1)[C@@H](c1ccccc1)[C@@H](CO)N2C(=O)C1CCCCC1,.,-23,-2,1.0
CC(C)CC#Cc1ccc([C@H]2[C@H](CO)N3C(=O)CN(C(=O)Cc4cccnc4)C[C@@H]23)cc1,.,-3,21,-1.3
Cc1ccc(S(=O)(=O)Nc2cccc3c2O[C@H](CN(C)Cc2ccc(Oc4ccccc4)cc2)[C@@H](C)CN([C@@H](C)CO)C3=O)cc1,-7,9,5,-1.9
Cc1ccc(S(=O)(=O)N2C[C@H](O)COC[C@@H]3O[C@H](CC(=O)NCCN4CCCCC4)CC[C@H]32)cc1,-71,-8,.,-1.4
CC(C)NC(=O)Nc1ccc2c(c1)C(=O)N([C@H](C)CO)C[C@@H](C)[C@@H](CN(C)Cc1ccc(C(=O)O)cc1)OCCCC[C@@H](C)O2,26,18,-6,0.0
COCCNC(=O)C[C@H]1C=C[C@@H](NC(=O)NC2CCCCC2)[C@@H](CO)O1,.,12,0,2.6
C[C@H](NC(=O)C[C@@H]1C[C@@H]2c3cc(NC(=O)NC4CCCCC4)ccc3O[C@@H]2[C@H](CO)O1)c1ccccc1,-43,6,.,-1.5
CC(=O)NC[C@@H]1[C@@H](c2ccccc2)[C@@H](CO)N1C(=O)Cc1cccnc1,-17,-2,-2,2.3
CC=Cc1ccc2n(c1=O)C[C@@H]1[C@@H](CO)[C@H](C(=O)NCc3ccccc3)N(S(C)(=O)=O)[C@H]21 (mixture of isomers),42,4,-5,0.5
CN1C(=O)c2cc(NC(=O)c3cccc(Cl)c3)ccc2OC[C@@H]2O[C@H](CC(=O)NC3CCCCC3)CC[C@H]21,69,-45,7,-1.1
CCCC#Cc1ccc([C@H]2[C@@H](C#N)N(S(C)(=O)=O)[C@H]2CO)cc1,81,-45,1,-3.4
C[C@H](CO)N1C[C@H](C)[C@@H](CN(C)C(=O)C2CC2)Oc2ncc(-c3cccc(F)c3)cc2C1=O,-7,31,.,0.4
CC(=O)N1[C@H](CO)[C@@H](c2ccccc2)[C@H]1CN(C)C(=O)CN1CCOCC1,21,23,-4,2.1
COC(=O)C[C@@H]1CC[C@H]2[C@@H](COc3ccc(NC(=O)c4cscn4)cc3C(=O)N2C)O1,27,-6,0,1.0
O=C(Nc1ccccc1)N1C[C@@H]2N[C@H](C1)C2c1ccc(-c2ccccc2F)cc1 (stereo partly specified),.,-1&-3,39&62,-0.4&-13

# Arranged by value in C diff HTS (smallest number first): some entries from above
compound	C diff HTS
CC=Cc1ccc2n(c1=O)C[C@@H]1[C@@H](CO)[C@H](C(=O)NCc3ccccc3)N(S(C)(=O)=O)[C@H]21 (mixture of isomers)	-5
CC(=O)N1[C@H](CO)[C@@H](c2ccccc2)[C@H]1CN(C)C(=O)CN1CCOCC1	-4
COC(=O)C[C@@H]1CC[C@H]2[C@@H](COc3ccc(NC(=O)c4cscn4)cc3C(=O)N2C)O1	0
CC(C)CC#Cc1ccc([C@H]2[C@H](CO)N3C(=O)CN(C(=O)Cc4cccnc4)C[C@@H]23)cc1	21

# Full records as entered above. Order of screens: Tcruzi prolif | Pf Dd2 inh | C diff HTS | KDM4C inh
# `CCCC#Cc1ccc([C@H]2[C@@H](C#N)N(S(C)(=O)=O)[C@H]2CO)cc1` as listed: 81 | -45 | 1 | -3.4
# `CC(C)CC#Cc1ccc([C@H]2[C@H](CO)N3C(=O)CN(C(=O)Cc4cccnc4)C[C@@H]23)cc1` as listed: . | -3 | 21 | -1.3

# Other structures:
SMILES,Tcruzi prolif,Pf Dd2 inh,C diff HTS,KDM4C inh
C[C@@H]1CN([C@H](C)CO)C(=O)c2cccc(N(C)C)c2O[C@@H]1CN(C)C,-15,-11,0,0.5
C[C@@H]1CN([C@H](C)CO)S(=O)(=O)c2ccc(C#C[C@@H](C)O)cc2O[C@H]1CN(C)C(=O)C1CCC1,27,0,1,2.2
O=C(Nc1ccc(F)cc1)N[C@@H]1CC[C@H](CCNS(=O)(=O)c2ccccc2F)O[C@H]1CO,.,.,-3,-0.9
COc1ccc(NC(=O)Nc2ccc3c(c2)[C@@H]2C[C@@H](CC(=O)N4CCCCC4)O[C@@H](CO)[C@@H]2O3)cc1,20,-7,-5,0.7
C[C@@H]1CN([C@H](C)CO)C(=O)c2c(c3ccccc3n2C)-c2ccccc2CO[C@H]1CN(C)S(=O)(=O)c1ccc([N+](=O)[O-])cc1,.,-66,-12,1.6
CO[C@H]1CN(C)C(=O)c2ccc(NC(=O)C3CC3)cc2OC[C@H](C)N(Cc2ccncc2)C[C@H]1C,41,-28,.,-0.4
COc1ccccc1S(=O)(=O)N1C[C@@H]2N[C@H](C1)C2c1ccc(-c2ccccc2)cc1 (stereo partly specified),.,-1&-15,30&24,-0.6&-0.9
C[C@@H]1CN([C@@H](C)CO)S(=O)(=O)c2ccc(C#CCC3CCCC3)cc2O[C@@H]1CN(C)C(=O)c1ccccn1,77,-60,-1,0.8
CN(C)C(=O)C[C@@H]1CC[C@@H]2[C@@H](COc3ccc(NC(=O)C4CCOCC4)cc3C(=O)N2C)O1,-57,19,2,-1.0
C[C@@H]1CN([C@H](C)CO)C(=O)c2cc(NC(=O)Nc3ccccc3)ccc2O[C@H]1CN(C)S(=O)(=O)c1ccc(Cl)cc1,31,-26,-7,0.0
C[C@H]1CN([C@@H](C)CO)C(=O)Cc2cc(NC(=O)Cn3cnnn3)ccc2O[C@H]1CN(C)C(=O)Nc1ccccc1,12,6,-4,-2.0
CCCN(C)C[C@@H]1OCCCC[C@@H](C)Oc2ccc(NC(=O)Nc3ccc(OC)cc3)cc2C(=O)N([C@H](C)CO)C[C@@H]1C,17,3,6,-0.6
C[C@H]1CN([C@@H](C)CO)C(=O)c2cc(-c3cccc(F)c3)cnc2O[C@H]1CN(C)S(C)(=O)=O,29,18,4,-2.2
CCc1cnc(N2[C@@H](C#N)[C@H](c3ccc(C4=CCCCC4)cc3)[C@@H]2CO)s1,88,17,-14,-1.2
C[C@@H]1CN([C@H](C)CO)S(=O)(=O)c2ccc(C#CCC3CCCC3)cc2O[C@H]1CN(C)Cc1ccc(C(=O)O)cc1,-31,-24,5,.

# 2 entries drawn at random from those above:
SMILES,Tcruzi prolif,Pf Dd2 inh,C diff HTS,KDM4C inh
C[C@H]1CN([C@@H](C)CO)C(=O)Cc2cc(NC(=O)Cn3cnnn3)ccc2O[C@H]1CN(C)C(=O)Nc1ccccc1,12,6,-4,-2.0
O=C(Nc1ccc(F)cc1)N[C@@H]1CC[C@H](CCNS(=O)(=O)c2ccccc2F)O[C@H]1CO,.,.,-3,-0.9

# Continuation:
SMILES,Tcruzi prolif,Pf Dd2 inh,C diff HTS,KDM4C inh
C[C@@H]1CN([C@@H](C)CO)C(=O)c2cc(NS(C)(=O)=O)ccc2O[C@@H]1CN(C)Cc1ccc2c(c1)OCO2,-36,19,3,0.9
C[C@H]1CN([C@@H](C)CO)C(=O)c2ccccc2-c2ccccc2CO[C@@H]1CN(C)Cc1ccc(Cl)c(Cl)c1,.,-85*,67,1.8
Cc1ccc(S(=O)(=O)N(C)C[C@@H]2OCCCC[C@@H](C)Oc3ccc(NC(=O)Nc4ccc5c(c4)OCO5)cc3C(=O)N([C@H](C)CO)C[C@@H]2C)cc1,.,-82*,.,1.3
COc1cccc(-c2ccc(C3[C@@H]4CN(S(=O)(=O)c5cn(C)cn5)C[C@H]3N4)cc2)c1 (stereo partly specified),.,-6&-9,-4&-4,-1.0&-0.8
C[C@@H]1CCCCO[C@H](CN(C)S(=O)(=O)c2cccs2)[C@H](C)CN([C@@H](C)CO)C(=O)c2cc(N(C)C)ccc2O1,36,3,-4,-0.3
CN1c2ccc(Br)cc2[C@@H]2[C@@H](CCN2C(=O)Nc2cccc(F)c2)[C@H]1CO,71,14,25,0.7
C[C@@H]1CCCCO[C@H](CN(C)Cc2ccccc2)[C@H](C)CN([C@@H](C)CO)C(=O)c2cc(NC(=O)Nc3cccc4ccccc34)ccc2O1,.,-47,12,-1.9
COc1ccc(NC(=O)Nc2ccc3c(c2)C(=O)N([C@H](C)CO)C[C@@H](C)[C@H](CN(C)C(=O)Nc2ccc4c(c2)OCO4)O3)cc1,20,10,-7,-0.3
CC(=O)N[C@@H]1CC[C@H](CCNC(=O)C2CC2)O[C@H]1CO,12,24,.,5.6
O=C(NCc1cc(F)cc(F)c1)[C@@H]1[C@@H](CO)[C@@H]2Cn3c(cccc3=O)[C@H]1N2C(=O)c1ccccn1,.,22,-3,-0.7
Cc1ccc(S(=O)(=O)N(C)C[C@H]2Oc3cc(Br)ccc3S(=O)(=O)N([C@@H](C)CO)C[C@@H]2C)cc1,.,-44,4,0.4
CO[C@H]1CN(C)C(=O)c2ccc(NC(=O)Nc3cccc(Cl)c3)cc2OC[C@H](C)N(C(=O)Nc2c(C)noc2C)C[C@@H]1C,.,-38,-7,-0.5
O=C(Nc1ccccc1F)N[C@@H]1CC[C@H](CCNC(=O)C2CCCCC2)O[C@H]1CO,50,-5,.,-0.1
COCC(=O)N1CCCCN2[C@H](CO)[C@@H](c3ccc(-c4ccc(C)cc4)cc3)[C@@H]2C1,-19,14,-11,-0.3
Cc1noc(C)c1NC(=O)N(C)C[C@@H]1OCCCC[C@@H](C)Oc2ccc(NC(=O)NC3CCCCC3)cc2C(=O)N([C@@H](C)CO)C[C@H]1C,14,-34,4,-1.3
COC(=O)C[C@H]1C[C@@H]2c3cc(NS(=O)(=O)c4ccc(OC)cc4)ccc3O[C@@H]2[C@H](CO)O1,0,-26,3,0.1
C[C@H](CO)N1C[C@H](C)[C@H](CN(C)Cc2ccncc2)OCCCC[C@H](C)Oc2ccc(NS(C)(=O)=O)cc2C1=O,3,-3,-2,0.5
CN1C(=O)c2cc(NC(=O)NCc3ccccc3)ccc2OC[C@H]2O[C@H](CC(=O)O)CC[C@@H]21,-69,-1,0,-0.6
C[C@H]1CN([C@@H](C)CO)C(=O)c2cccc(NC(=O)Nc3ccc(F)cc3)c2O[C@H]1CN(C)C(=O)Nc1ccccc1,21,13,11,2.4
CCC(=O)N(C)C[C@@H]1Oc2cc(C#Cc3ccccc3)ccc2S(=O)(=O)N([C@H](C)CO)C[C@@H]1C,.,-72,-7,-2.1
O=C(NCC1CC1)[C@@H]1[C@@H](CO)[C@@H]2Cn3c(ccc(C4=CCCC4)c3=O)[C@H]1N2CCC(F)(F)F,0,.,1,0.0
CN1c2ccc(-c3ccc(F)cc3)cc2[C@@H]2[C@@H](CCN2C(=O)Cc2ccccn2)[C@H]1CO,10,-28,-10,0.1
C[C@@H]1CCCCO[C@H](CN(C)Cc2ccncc2)[C@H](C)CN([C@H](C)CO)C(=O)c2cc(N(C)C)ccc2O1,-15,.,-2,1.5
Cc1noc(C)c1NC(=O)Nc1ccc2c(c1)C(=O)N([C@@H](C)CO)C[C@@H](C)[C@H](CN(C)S(=O)(=O)c1cn(C)cn1)OCCCC[C@@H](C)O2,15,34,-6,-0.4
C[C@H]1CN([C@@H](C)CO)C(=O)c2cc(C#Cc3cccc(F)c3)cnc2O[C@H]1CN(C)C(=O)C1CCOCC1,74,-8,-7,5.2
CCCc1cn(CC[C@H]2CC[C@H](NC(=O)C3CCOCC3)[C@H](CO)O2)nn1,-4,4,-2,-3.5
CN(C)CC(=O)N[C@H]1CC[C@H](CC(=O)NCCN2CCCCC2)O[C@H]1CO,-57,4,-2,0.8
N#C[C@@H]1[C@H](c2ccccc2-c2ccccc2)[C@@H](CO)N1C(=O)NC1CCCCC1,.,7,4,5.0
O=C(Nc1ccc(F)cc1)Nc1ccc2c(c1)[C@@H]1C[C@@H](CC(=O)N3CCOCC3)O[C@@H](CO)[C@@H]1O2,25,-11,1,0.4
Cn1cnc(CCNC(=O)C[C@H]2CC[C@@H]3[C@H](COC[C@@H](O)CN3C(=O)Nc3ccccc3)O2)c1,13,7,2,0.2
CO[C@@H]1CN(C)C(=O)c2ccc(NC(C)=O)cc2OC[C@@H](C)N(Cc2cccc(F)c2)C[C@@H]1C,84,.,.,-0.1
CC(=O)N1CC2(C1)[C@H](c1ccc(-c3cccc(F)c3)cc1)[C@H](CO)N2CC1CCOCC1,.,-30,17,0.2
C[C@@H]1CN([C@@H](C)CO)C(=O)c2cc(NC(=O)Nc3ccc4c(c3)OCO4)ccc2O[C@@H]1CN(C)S(=O)(=O)c1ccccc1,-28,18,3,-1.1
Cc1ccc(S(=O)(=O)Nc2ccc3c(c2)C(=O)N([C@H](C)CO)C[C@H](C)[C@@H](CN(C)C(=O)Nc2ccc4c(c2)OCO4)OCCCC[C@H](C)O3)cc1,.,-48,-2,0.4
COc1ccc(NC(=O)Nc2ccc3c(c2)CC(=O)N([C@@H](C)CO)C[C@H](C)[C@@H](CN(C)C(=O)Nc2ccc4c(c2)OCO4)O3)cc1,-2,-17,-9,4.7
O=C(N[C@@H]1CC[C@@H](CC(=O)N2CCC(Cc3ccccc3)CC2)O[C@@H]1CO)c1cnccn1,.,-14,-4,-1.1
C[C@H]1CCCCO[C@H](CN(C)C)[C@@H](C)CN([C@@H](C)CO)C(=O)c2cc(NC(=O)NC3CCCCC3)ccc2O1,47,-16,-4,-2.5
O=C(C[C@@H]1C[C@@H]2c3cc(NC(=O)C4CCC4)ccc3O[C@@H]2[C@H](CO)O1)NCCN1CCCCC1,-8,22,.,0.0

# Rows are unselected; overall some 6.7% were active at least once.
